From PubChem
OX1R antag-1: antagonists of human orexin 1 receptor; O43613; CHO/OX1R cells, Fluo-8 calcium fluorescence, orexin A; inhibition, % at 5 µM; actives 0.43% (n = 330,000); AID 434989;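 active means inhibition above its plate's threshold, mean inhibition of all tested compounds on the plate plus 3 SD, cut at about 37% in these data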;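 further: 0% = orexin A challenge wells and 100% = SB-334867-A antagonist wells; not every result past the cut was called active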
Target sequence (O43613 whole entry, looked up): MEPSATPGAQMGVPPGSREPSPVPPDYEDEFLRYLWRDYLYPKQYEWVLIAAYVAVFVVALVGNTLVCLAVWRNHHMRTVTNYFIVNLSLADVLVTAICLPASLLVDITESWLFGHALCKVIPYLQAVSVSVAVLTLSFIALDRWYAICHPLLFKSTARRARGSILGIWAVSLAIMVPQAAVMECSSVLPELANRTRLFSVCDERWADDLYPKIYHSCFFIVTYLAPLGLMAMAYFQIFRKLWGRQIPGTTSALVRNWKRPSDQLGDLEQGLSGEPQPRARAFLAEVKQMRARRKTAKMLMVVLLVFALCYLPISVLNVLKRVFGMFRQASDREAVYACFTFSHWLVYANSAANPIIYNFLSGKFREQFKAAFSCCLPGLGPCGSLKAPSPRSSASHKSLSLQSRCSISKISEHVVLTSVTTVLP
OX1R antag-2: antagonists of human orexin 1 receptor (OX1R). O43613. OX1R-expressing cells, FRET antagonist read-out. inhibition, % at 6.6 µM. actives 1.8% (n = 330,000). AID 485270; in the data active means inhibition mostly above about 38%, no sharp cut-off; inactive means mostly below about 40%;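 further: 0% = agonist challenge alone and 100% = reference antagonist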
Numbers without * were called inactive.

OX1R antag-1	OX1R antag-2	Compound
-4.2	25.0	Cc1ccc(S(=O)(=O)Nc2ncnc3ccccc23)cc1
-27.8	8.6	CCN(CC)S(=O)(=O)c1ccc(C(=O)Nc2ccc3c(c2)OCCO3)cc1
-34.8	7.0	O=C(C1CCCN(c2ncnc3c2nc2n3CCCCC2)C1)N1CCN(c2ccccc2)CC1 (configuration not stated)
-20.7	2.0	CN(C)CCCN(C(=O)/C=C/c1cccs1)c1nc2ccc(F)cc2s1
-18.6	-0.4	COc1ccc(CN(C)C(=O)c2ccc(Cl)c(S(=O)(=O)NCc3cccnc3)c2)cc1F
-18.9	90.8*	Cc1ccc2ncc(NC(=O)c3ccc(F)cc3)c(=O)n2c1
-2.0	18.6	Cn1cc(C(=O)NCC2COc3ccccc3O2)c(=O)c2cc(S(=O)(=O)N3CCCCC3)ccc21 (configuration not stated)
-15.2	18.2	Cc1cccc(NC(=O)CSc2nc3c([nH]c4ccccc43)c(=O)n2C)c1
24.9	52.9	COc1ccc(Cl)cc1C(=O)NC(=S)Nc1cc(-c2nc3ccccc3[nH]2)ccc1C
3.0	20.2	Nc1nnc(-c2ccc(F)cc2)s1
-2.3	2.4	O=C(COC(=O)C1CC2CCCC(C1)C2=O)Nc1ccc(F)c(Cl)c1 (configuration not stated)
-12.4	0.3	O=C(Nc1ccc(CN2CCOCC2)cc1)c1ccco1
23.4	7.5	O=C(COC(=O)C12CC3CC(CC(Cl)(C3)C1)C2)Nc1ccc2[nH]c(=O)[nH]c2c1
-21.4	24.2	COc1cccc(/C=N/NC(=O)c2cccc([N+](=O)[O-])c2)c1OS(=O)(=O)c1ccccc1
-2.6	21.9	O=C(Nc1cccc([N+](=O)[O-])c1)c1ccc2c(c1)C(=O)N(c1ccccn1)C2=O
-12.8	9.8	O=C1N(O)C2(C=CCCC2)/C(=N\O)C12CCCCC2 (configuration not stated)
-4.4	41.1*	Oc1ccccc1-c1cc(-c2cccc(F)c2)n[nH]1
-27.1	17.2	Cc1ccc(-c2nc(C)sc2CC(=O)OCC(=O)Nc2c(F)cccc2F)cc1
-22.1	13.9	COC(=O)c1ccccc1NC(=O)NC1CCCCC1
4.4	6.6	O=C(CNC(=O)C1CCCCC1)OCC(=O)c1ccc(F)cc1
23.1	4.7	O=C(COC(=O)COc1ccccc1F)NCc1ccco1
-17.6	13.9	CCN(C(=O)COC(=O)/C=C/c1cccc([N+](=O)[O-])c1)c1ccccc1
47.5*	46.3	CCOC(=O)C1CCCN(S(=O)(=O)c2ccc(S(=O)(=O)N(CC)CC)cc2)C1 (configuration not stated)
-16.0	12.0	Cc1ccc2oc(C(=O)N(C)CCC(O)c3ccccc3)c(C)c2c1 (configuration not stated)
-7.8	5.0	CCCC12CN3CC(C)(CN(C1)C3c1cccs1)C2=O (configuration not stated)
-19.1	13.5	COc1ccc(-n2cnnc2SCC(=O)N2CCN(c3ccccc3)CC2)cc1
-27.1	10.8	CCOC(=O)c1c(NC(=O)COC(=O)c2ncc(Cl)c(Cl)c2Cl)sc(C(=O)N(C)C)c1C
-9.9	1.4	O=C(NCC1CCCO1)c1cc2c(s1)CS(=O)(=O)C2 (configuration not stated)
-18.1	34.8	C/C(=N/NC(=O)c1cn(-c2cccc(C)n2)cn1)c1ccc(C)cc1
-14.5	9.3	NC(=O)CSc1nc2c(sc3ccccc32)c(=O)n1CCCN1CCOCC1
-6.9	11.7	COc1ccc(-c2cc(-c3n[nH]c(=S)n3-c3cc(OC)ccc3OC)[nH]n2)cc1
-29.9	8.2	CNc1nc(C)cc(C)c1S(=O)(=O)c1ccc(Cl)cc1
-20.3	16.0	COc1cc(C(=O)NCc2cccc3ccccc23)cc(Cl)c1OC
7.3	14.2	COc1ccc(Cl)cc1S(=O)(=O)Nc1ncn[nH]1
-4.8	34.5	Cc1ccc(O)c(NC(=O)C2CC(c3cccc(Br)c3)=NO2)c1 (configuration not stated)
-6.5	24.5	CCN1C(=O)[C@H]2[C@@H](c3ccc(C)cc3)N3C(=O)N(c4cccc(Cl)c4)C(=O)[C@@]3(CC)[C@H]2C1=O
-12.2	15.1	CCOc1ccccc1NC(=O)c1ccc2c(c1)C(=O)N(CC1CCCO1)C2=O (configuration not stated)
-21.2	11.5	O=C(Nc1cc(Cl)cc(Cl)c1)C(c1ccccc1)N1CCCCC1 (configuration not stated)
6.4	12.7	Cc1ccc(CC(=O)O/N=C(\N)c2ccncc2)cc1
-24.3	4.4	O=C(/C=C/Nc1ccccc1)c1ccc(Oc2ncccn2)cc1
-14.3	16.1	O=C(CCn1ccc([N+](=O)[O-])n1)Nc1nccs1
-34.5	27.1	NC(=O)CC(NC(=O)Cc1cccc2ccccc12)c1ccc(N2CCCCCC2)c([N+](=O)[O-])c1 (configuration not stated)
-13.6	-1.8	O=C(O)C1C2CCC(O2)C1C(=O)Nc1ccc(Cl)cc1F (configuration not stated)
12.6	41.5	O=C(CN1C(=O)c2ccccc2S1(=O)=O)NC(Nc1ccccc1F)C(Cl)(Cl)Cl (configuration not stated)
-23.2	14.1	CCc1ccccc1N(C(=O)c1ccco1)C(C(=O)NC1CCCC1)c1cccnc1 (configuration not stated)
-33.3	-0.7	O=C(NCCc1ccccc1Cl)C1CCC(=O)N(C2CCCCCC2)C1 (configuration not stated)
-12.0	3.8	NC(=O)c1ccc(NC(=O)C2COc3ccccc3O2)cc1 (configuration not stated)
10.6	54.8*	O=C(Nc1ccc2c(c1)N(S(=O)(=O)c1cccs1)CCC2)c1c(F)cccc1Cl
-15.6	15.8	Cc1cc(C)n(CC(C)(O)c2ccccc2)n1 (configuration not stated)
-21.2	13.9	NC(=O)c1c(/N=C/c2cccnc2)sc2c1CCCC2
-4.6	24.1	CCN(CC)c1ccc(O)c(C=Nc2ccc(C)c(C)c2)c1
3.2	8.3	Cc1ccc(S(=O)(=O)N(Cc2ccccc2)C(C)C)cc1
-11.7	28.2	CCN(CC)S(=O)(=O)c1ccc(C)c(NC(=O)COc2ccc3c(C)cc(=O)oc3c2)c1
-8.3	30.3	CC(=O)c1ccc(NC(=O)C2C3C=CC(C3=C(c3ccccc3)c3ccccc3)C2C(=O)O)cc1 (configuration not stated)
-23.6	8.0	O=C(NCc1cccc(Cl)c1)c1cccc(S(=O)(=O)N2CCCC2)c1
-16.3	14.5	COc1ccccc1NS(=O)(=O)c1cc(C(=O)NCC2CCCO2)ccc1C (configuration not stated)

Shown as a hit in OX1R antag-2, among the entries above:
OX1R antag-1	OX1R antag-2	Compound
-18.9	90.8*	Cc1ccc2ncc(NC(=O)c3ccc(F)cc3)c(=O)n2c1
-4.4	41.1*	Oc1ccccc1-c1cc(-c2cccc(F)c2)n[nH]1
10.6	54.8*	O=C(Nc1ccc2c(c1)N(S(=O)(=O)c1cccs1)CCC2)c1c(F)cccc1Cl

Following part
OX1R antag-1	OX1R antag-2	Compound
-3.7	5.7	N#C/C(=C1/CCCN1)c1ccccn1
-5.8	9.7	CCOC(=O)n1c(=O)oc2cc(S(=O)(=O)N3CCCCC3)ccc21
24.5	15.5	COc1ccc(S(=O)(=O)N2CCN(C(=O)c3cc(-c4ccc(Br)cc4)n[nH]3)CC2)cc1OC
5.0	7.5	CCCC(=O)NC(=S)Nc1ccc(C(C)=O)cc1
-11.5	4.6	CCCCN(C(=O)c1ccc2c(c1)NC(=O)CS2)c1ccccc1
-6.0	15.7	O=C(CCCN1C(=O)c2ccccc2C1=O)NCc1ccco1
2.5	20.1	COc1ccc(Br)c(C(=O)NC2CCCC2)c1
-23.8	25.7	CCOC(=O)[C@@H]1[C@H]2COc3cc(OC)ccc3[C@H]2N2C(=O)N(c3ccc(C)cc3)C(=O)[C@@]12C
-9.0	6.0	Cc1ccc(CNC(=O)Cn2c(=O)n(-c3ccccc3)c(=O)c3sccc32)cc1
-29.7	8.3	S=C1NC[C@H](Cc2ccccc2)N1CCc1cccc2ccccc12
-19.6	6.4	CCOc1ccc(N2CC(NC(=O)c3cccc4ccccc34)CC2=O)cc1 (configuration not stated)
-25.1	-2.5	CCOC(=O)C1CCCN(C(=O)CCNS(=O)(=O)c2ccc(Br)cc2)C1 (configuration not stated)
-11.5	42.6	CC(=O)Nc1ccc(C(=O)CSc2nc3ccc(C)cc3[nH]2)cc1
-22.4	1.3	Nc1ccn(CC(=O)NCCCc2ccccc2)c(=O)n1
10.8	30.8	C[C@@H](c1ccccc1)N1C[C@H]2CCCN2c2cc(Br)ccc2S1(=O)=O
-9.6	9.2	COc1ccc(CCNC(=O)c2noc3c2CCCC3)cc1OC

Quoted at random: 4 compounds from above.
OX1R antag-1	OX1R antag-2	Compound
-19.6	6.4	CCOc1ccc(N2CC(NC(=O)c3cccc4ccccc34)CC2=O)cc1 (configuration not stated)
-9.0	6.0	Cc1ccc(CNC(=O)Cn2c(=O)n(-c3ccccc3)c(=O)c3sccc32)cc1
-9.6	9.2	COc1ccc(CCNC(=O)c2noc3c2CCCC3)cc1OC
-29.7	8.3	S=C1NC[C@H](Cc2ccccc2)N1CCc1cccc2ccccc12

The list continues.
OX1R antag-1	OX1R antag-2	Compound
-33.8	10.5	CCOC(=O)CC(=O)CSc1nc2c(sc(=S)n2-c2ccc(C)c(C)c2)c(=O)[nH]1
-15.4	16.9	CCOC(=O)N1CCC(=NNC(=O)c2ccc(O)cc2)CC1
-18.0	14.3	COc1ccc(C2OC(=O)CC2C(=O)NC2CCCC(C)C2C)cc1OC (configuration not stated)
-11.7	7.7	O=C(Nc1nnc(-c2cccs2)o1)c1ccc(S(=O)(=O)N2CCOCC2)cc1
-5.5	21.9	Cc1ccc(CN2CCNC(=O)C2CC(=O)NCc2cc(C)n(C)n2)cc1 (configuration not stated)
-11.3	-5.5	COc1ccc(N(C)C(=O)c2sc(Cl)nc2C)cc1
1.6	13.2	COc1ccccc1/C=C/C1=NC(=C\C=C/c2ccccc2)/C(=O)O1
-6.4	23.9	O=C(OC1CCOC1=O)c1ccc2ncsc2c1 (configuration not stated)

Complete entries from above. Screens in order: OX1R antag-1, OX1R antag-2
Entry for COc1ccc(N(C)C(=O)c2sc(Cl)nc2C)cc1 = -11.3, -5.5
Entry for O=C(Nc1nnc(-c2cccs2)o1)c1ccc(S(=O)(=O)N2CCOCC2)cc1 = -11.7, 7.7

Going on with the list:
OX1R antag-1	OX1R antag-2	Compound
-2.7	49.4*	CS(=O)(=O)O/N=C1\CCCCC1c1ccc([N+](=O)[O-])cc1[N+](=O)[O-] (configuration not stated)
-25.4	13.5	CC1(C)CC(=O)c2sc(NC(=O)C3COc4ccccc4O3)nc2C1 (configuration not stated)
-35.3	9.7	Cc1ccccc1NC(=O)Cn1nnc(-c2ccc(CN3CCC(C)CC3)cc2)n1
-4.1	11.9	C=CC(=O)NC(NC(=O)C=C)c1ccc(Br)cc1
-14.7	23.3	Cc1nc(SCc2ccc(Cl)c(Cl)c2)ncc1C(=O)O
-22.2	2.9	CCCN(C1CCS(=O)(=O)C1)S(=O)(=O)c1ccc2ccccc2c1 (configuration not stated)
-39.6	4.3	CCN(C[C@H]1N[C@@](C)(C(=O)OC)[C@H]2C(=O)N(Cc3ccccc3)C(=O)[C@@H]12)C(=O)Nc1ccc(F)cc1
-30.4	14.2	Cc1onc(C(=O)N2CCN(c3ccccc3F)CC2)c1-c1ccccc1Cl
-15.2	13.1	COc1cc(NC(=O)c2cc(-c3cccs3)on2)cc(OC)c1OC
-22.5	38.0	Clc1cccc(CSc2ccc(-c3ccco3)nn2)c1
-12.0	19.6	COc1cccc(C(=O)O/N=C(\N)c2ccc([N+](=O)[O-])cc2)c1
-20.9	7.6	Cc1cc(C)c(NC(=O)CSc2nc(=O)n(CCN3CCOCC3)c3c2CCC3)c(C)c1
-8.8	6.8	Cc1cc2cc3c(cc2nc1SCC(=O)Nc1c(C)cccc1C)CCC3
-3.4	1.9	CC1CCCN(C(=O)CSc2nnc(-c3ccco3)n2C)C1 (configuration not stated)
-14.3	6.7	CC(C)c1ccc(/C=C/C(=O)Nc2ccc(CN3CCOCC3)cc2)cc1
-23.4	29.0	CCn1c(SCC(=O)c2ccc(Cl)cc2)nnc1-c1ccoc1C
-39.1	15.1	O=C(C(Cc1ccccc1)n1cccc1)N1CCN(C2CCCCC2)CC1 (configuration not stated)
-25.8	3.5	CNC(=O)CSc1nnc(-c2ccccc2F)n1CCc1ccccc1
-40.1	16.8	CCOC(=O)N1CCN(C(=O)c2ccc(C)c(S(=O)(=O)Nc3cccc(C)c3C)c2)CC1
-46.2	17.8	COc1ccc(CNC(=O)C(C)NC(=O)c2cc3ccccc3o2)cc1 (configuration not stated)
2.7	12.7	COc1ccc(C(CC(=O)O)c2ccc3c(c2)OCO3)cc1 (configuration not stated)
-7.3	28.6	Cc1ccc(NC(=O)Nc2cnccn2)cc1
-14.7	-9.4	Cc1csc(SCC(=O)Nc2ccc(C)c(F)c2)n1
0.8	17.5	CCN(CC)C(=O)CSc1nnc(SC(C)C(=O)NC2CC2)s1 (configuration not stated)
-46.6	3.7	CCc1ccc(/C=N/NC(=O)c2nnn(-c3nonc3N)c2C(C)C)cc1
-13.2	10.4	CCCC1O[C@@H]2CC3C4CCC5=CC(=O)C=C[C@]5(C)C4C(OC(C)=O)C[C@]3(C)[C@]2(C(=O)COC(C)=O)O1 (some centres not stated)
-1.9	45.5	S=c1[nH]nc(-c2cc(-c3ccccn3)nc3ccccc23)o1
-19.5	16.9	CCOC(=O)C(=O)N1c2ccccc2C(N(C(=O)C(=O)OCC)c2ccccc2)CC1C (configuration not stated)
-4.7	36.6	O=C(N/N=C/c1cn(CC(=O)N2CCOCC2)c2ccccc12)c1cccnc1
-11.9	12.2	CCOc1ccc(Cc2nc(C)c(CC(=O)N3CCCCC3)c(=O)[nH]2)cc1
-20.6	0.7	O=C(CN(Cc1ccc(F)cc1)C(=O)c1csnn1)NCc1ccccc1
-21.2	41.2	COc1cc(/C=C2\SC(=S)N(CCC(=O)N3CCN(C)CC3)C2=O)cc(OC)c1OC
-3.5	14.2	CCC(O)c1c(-c2ccccc2)nn(C)c1Cl (configuration not stated)
